DRD3 antagonist: qHTS of D3 Dopamine Receptor Antagonist: qHTS. D3R cells, DiscoveRx beta-arrestin luminescence, antagonist mode; active compounds read low. max response, negative = inhibition, %. hit rate 2.5% among 360,000. AID 652054, 2013; in the data active = max response below about -50%; inconclusive = no clear call, values can overlap the other calls; note: % is set by controls: 0 for no effect and ±100 for the full control effect; mostly tested at two doses, the higher about 12 µM
Target sequence (P35462 whole entry, looked up): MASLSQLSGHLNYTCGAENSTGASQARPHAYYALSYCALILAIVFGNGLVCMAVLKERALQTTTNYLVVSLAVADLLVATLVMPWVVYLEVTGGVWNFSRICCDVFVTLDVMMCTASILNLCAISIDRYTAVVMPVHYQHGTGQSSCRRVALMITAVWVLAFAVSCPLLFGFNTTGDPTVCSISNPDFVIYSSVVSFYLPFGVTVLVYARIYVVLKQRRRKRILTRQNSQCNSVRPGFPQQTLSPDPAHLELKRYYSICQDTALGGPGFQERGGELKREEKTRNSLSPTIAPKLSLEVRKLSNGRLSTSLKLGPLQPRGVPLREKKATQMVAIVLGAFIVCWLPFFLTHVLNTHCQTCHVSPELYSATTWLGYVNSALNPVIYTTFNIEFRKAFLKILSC
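Cells expressing the human receptor were seeded at 1500 cells/well, incubated overnight at 37 degrees C in 5% CO2, then exposed to library compounds with dopamine controls for 90 minutes at 37 degrees C before luminescent detection.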
DRD3 agonist: qHTS of D3 Dopamine Receptor Agonist: qHTS | D3R DiscoveRx beta-arrestin cells, luminescence, 90 min | AID 652048, 2013 | max activation, % | hit rate 0.58% among 410,000; in the data active = max activation above about 30%; note: 0% is about no effect; mostly tested at two doses, the higher about 12 µM
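Cells at 1500/well, incubated overnight, then treated with pinned compounds (dopamine as control) for 90 min at 37 degrees C. DiscoveRx reagent added for 30 - 60 minutes at room temperature; luminescence read.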
KB-V1 MDR tox: qHTS assay for MDR1-selective chemotherapeutics: Primary screen using the drug-selected MDR subline cells KB-V1 | KB-V1 MDR cells viability, CellTiter-Glo, 72 h | Potency, µM (highest dose often 46.1 µM), without a hit: at the highest dose activity change, negative = cytotoxicity, hits mostly cytotoxic | hit rate 3.4% among 400,000 | AID 1347076, 2019; note: potency is the fitted concentration of half-maximal effect; % is set by controls: 0 for no effect and ±100 for the full control effect; nearly all actives have a fitted effect of over 60% in size
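KB-V1 cells (P-gp-expressing MDR subline of KB-3-1) in phenol-red-free DMEM with 10% FBS were exposed to library compounds over a concentration series for 72 h at 37 degrees C. Viability read by CellTiter-Glo luminescence; concentration-effect curves fitted after normalization.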
HT1080NT lethal: qHTS for induction of synthetic lethality in tumor cells producing 2HG: qHTS for the HT-1080-NT fibrosarcoma cell line | Potency, µM (highest dose often 46.1 µM), for the others: at the highest dose activity, negative = less viability, actives largely listed as cytotoxic | AID 686970, 2013 | hit rate 1.6% among 360,000 | HT-1080-NT fibrosarcoma viability, CellTiter-Glo ATP luminescence, 48 h;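 note: NT is the 2HG producing partner of a matched IDH1 knockdown line; potency is the fitted concentration of half-maximal effect; 0% = DMSO-treated cells and -100% = media-only wells without cells; nearly all actives have a fitted effect of over 55% in size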
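Compounds were tested in concentration-response format on HT-1080-NT cells for 48 hours at 37 degrees C. Cell viability came from CellTiter-Glo luminescence; curves were classified by r2, response magnitude and activity.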
SW480 rereplic: A quantitative high throughput screen for small molecules that induce DNA re-replication in SW480 colon adenocarcinoma cells | SW480 DNA re-replication, Hoechst DNA content imaging, 48 h | hit rate 1.8% among 340,000 | Potency, µM (highest dose often 46.1 µM), without a hit: top-dose re-replication activation, usual class: activators | AID 624297, 2012; note: potency is the fitted concentration of half-maximal effect; % of control where 0% means no effect; nearly all actives have a fitted effect of over 55% in size
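SW480 cells exposed to compounds for 48 hr at 37 C, 5% CO2, then Hoechst-stained 40 min. Nuclear DNA content imaged by fluorescence scanning (405 nm excitation, 500-530 nm emission); re-replication scored as increased high-intensity nuclei.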
IL1B secr inh: qHTS for Inhibitors of Inflammasome Signaling: IL-1-beta AlphaLISA Primary Screen. THP-1 LPS/ATP IL-1B secretion, AlphaLISA, 16 h; active compounds read low. activity change, % at 57.5 µM. hit rate 4.7% among 360,000; in the data active = activity change below about -50%; inconclusive = mostly about -30% to -49%; note: % is set by controls: 0 for no effect and ±100 for the full control effect
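THP-1 cells pretreated 1 hr with compounds (up to 57.5 uM final), then stimulated with LPS (250 ng/mL final) plus ATP (1.25 mM final); secreted IL-1B measured by AlphaLISA after 16 hr, decreased signal indicating inhibition.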
HT1080 IDH1KD tx: qHTS for induction of synthetic lethality in tumor cells producing 2HG: qHTS for the HT-1080-IDH1KD cell line | HT-1080 IDH1 knockdown viability, ATP luminescence, 48 h | hit rate 2% among 360,000 | Potency, µM (series often up to 46.1 µM), inactives show top-dose activity, negative = toxicity, hits mostly cytotoxic | AID 686971, 2013;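 note: potency is the fitted concentration of half-maximal effect; 0% = DMSO wells and -100% = cell-free medium wells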
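CellTiter-Glo luminescence after 48 h compound exposure at 37 degrees C of IDH1-knockdown HT-1080 cells in 5% FBS RPMI. %Activity scaled between DMSO wells and cell-free media wells, with curves fitted and assigned curve classes.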
KB-3-1 tox: qHTS assay for MDR1-selective chemotherapeutics: Primary screen using the parental adenocarcinoma cell KB-3-1. hit rate 1.4% among 400,000. Potency, µM (doses to about 46.1 µM), inactives show at the highest dose activity change, negative = cytotoxic, most hits filed as cytotoxic. AID 1347075, 2019. KB-3-1 viability, CellTiter-Glo ATP luminescence, 72 h; note: potency is the fitted concentration of half-maximal effect; % is set by controls: 0 for no effect and ±100 for the full control effect; nearly all actives have a fitted effect of over 60% in size
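Luminescent ATP read-out (CellTiter-Glo) measures survival of drug-naive KB-3-1 cells after 72 h compound exposure at 37 °C. Titration series was screened from lowest to highest concentration, with DMSO vehicle plates as background controls.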
GLP-1R agonist: qHTS of GLP-1 Receptor Agonists. Glucagon-like peptide 1 receptor (Homo sapiens), P43220. HEK293 GLP-1R CRE-luciferase, luminescence, 4-6 h; cells express a hypersensitive GLP-1R form. Potency, µM (series often up to 45.6 µM), for inactives: top-dose activation, most hits filed as activators. hit rate 0.007% among 380,000; note: potency is the fitted concentration of half-maximal effect; % of control where 0% means no effect
Target sequence (P43220 whole entry, looked up): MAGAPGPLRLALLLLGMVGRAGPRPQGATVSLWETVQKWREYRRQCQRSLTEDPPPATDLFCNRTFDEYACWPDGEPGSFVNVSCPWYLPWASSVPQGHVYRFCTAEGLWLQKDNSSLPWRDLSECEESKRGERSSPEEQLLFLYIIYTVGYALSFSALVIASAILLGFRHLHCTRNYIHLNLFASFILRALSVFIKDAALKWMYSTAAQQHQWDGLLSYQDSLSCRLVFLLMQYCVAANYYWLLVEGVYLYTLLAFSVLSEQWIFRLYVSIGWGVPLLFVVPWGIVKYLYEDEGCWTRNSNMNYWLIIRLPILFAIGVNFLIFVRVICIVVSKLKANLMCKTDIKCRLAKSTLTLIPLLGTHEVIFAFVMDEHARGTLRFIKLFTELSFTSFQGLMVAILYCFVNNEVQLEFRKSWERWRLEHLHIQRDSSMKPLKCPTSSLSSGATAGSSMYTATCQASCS
* marks the source's active call; other numbers are inactive results; ? = inconclusive; nt = not tested or not shown; & = joins results of further samples; [ ] = another dose, or the depositor's remark. Unless noted, calls come from the whole dose curve; as a rule, active = well fitted curve in the direction sought with a large enough effect; inconclusive = small, poorly fitted or top-dose-only effect, or another doubt; inactive = no such curve, though single readings can be large; an effect the other way counts as inactive or inconclusive.

nr	Molecule	KB-3-1 tox	HT1080NT lethal	HT1080 IDH1KD tx	DRD3 antagonist	DRD3 agonist	IL1B secr inh	KB-V1 MDR tox	GLP-1R agonist	SW480 rereplic
1	CC12CCC(/C(=C/NNc3ccc([N+](=O)[O-])cc3[N+](=O)[O-])C1=O)C2(C)C (stereo not drawn)	0%	-15%	-25%	-27	-5	-7	-21%	-4%	nt
2	CCc1ccc(N(CC(=O)Nc2ccccc2C(=O)N2CCOCC2)S(C)(=O)=O)cc1	3%	11%	17%	2	1	-3	-23%	8%	-2%
3	CC1CCCCC1NC1=NCCS1 (stereo not drawn)	3%	17%	16%	1	-7	0	11%	-12%	-6%
4	O=c1cc(N2CCCCC2)c(-c2ccccc2)nn1Cc1ccccc1Cl	?	?	?	-12	2	?	-13%	0%	2%
5	Cc1ccc(Cl)cc1N1C(=O)CC(Sc2ccccc2N)C1=O (stereo not drawn)	?	-12%	-16%	22	1	23	?	-1%	nt
6	CNC(=S)N1CCc2cc(OC)c(OC)cc2C1COc1ccc(F)cc1 (stereo not drawn)	-5%	-27%	?	2	6	?	-4%	19%	-5%
7	CCc1nnc(NC(=O)c2cc(C)oc2C)s1	-3%	16%	23%	5	6	-24	0%	1%	-10%
8	COc1cc(COc2ccc3c(C)c(CC(=O)O)c(=O)oc3c2C)cc(OC)c1OC	-1%	0%	3%	4	-4	11	4%	-3%	-7%
9	CCN(CC)C(=O)CSc1nc2ccccc2c(=O)n1-c1ccccc1OC	-12%	0%	-3%	0	1	-18	?	0%	-2%
10	CC(C)CN1CCC(=O)N(CCSc2ccccc2)CC1	-23%&3%	-1%	-10%	-24	-20	10	8%&-26%	-1%	-1%
11	CCNC(=O)COC(=O)c1cccc(Br)c1	3%	-2%	16%	0	4	0	24%	13%	-15%
12	COc1ccc(C=CC(=O)c2ccc(OC)c(OC)c2)cc1O	?	-11%	21µM*	-22	-7	-65*	?	23%	nt
13	CCCCC(=O)Nc1sc2c(c1C(N)=O)CCC2	16%	-1%	-2%	-22	1	-2	?	?	-3%
14	COc1ccc(OC)c(NC(=O)CSc2nnc(CNc3ccc(F)cc3)o2)c1	12%	0%	-4%	11	-5	62	1%	1%	5%
15	O=C(NCCN1CCOCC1)c1cccc(Cl)c1	5%	14%	3%	2	-5	0	-21%	-8%	-4%
16	Cc1cc(COc2ccccc2OCc2cc(C)no2)on1	6%	-3%	5%	7	7	5	12µM*	5%	15%
17	COC(=O)c1ccc(CNC(=O)c2ccc3c(c2)NC(=O)CS3)cc1	27%	-16%[9.24 µM]	10%	4	-4	2	?	2%	3%
18	Cc1cc(NC(=O)CSc2nc3c(C)ccc(C)c3cc2C#N)no1	12%	-4%	-7%	2	-11	12	0%	7%	4%
19	COc1ccc(S(=O)(=O)NCC2CCCO2)cc1NC(=O)c1ccccc1 (stereo not drawn)	0%	9%	-1%	19	1	-12	9%	-1%	-13%
20	C/C=C/C1=CC(=O)C[C@H](c2ccc(OC)c(OC)c2)C1	9%	1%	1%	8	2	-97*	-6%	7%	7%[9.22 µM]
21	Cc1nc(N2CCN(S(=O)(=O)c3cccs3)CC2)c2c(-c3ccccc3)c(C)sc2n1	-13%	-8%	-21%	-6	-1	27	?	8%	nt
22	CCOc1ccc(Nc2nc3c(C)cccc3cc2C#N)cc1	-11%	15%	10%	1	4	3	-23%	11%	10%
23	COC(=O)c1ccc2nc(-c3ccccc3)c(Cc3ccc(C)cc3)n2c1	?	2%	1%	14	5	23	?	13%	nt
24	O=C(Nc1ccccc1N1CCN(c2ccc(F)cc2)CC1)C1CCCCC1	-1%	13%	10%	9	-14	-4	-1%	10%	-4%
25	O=C1/C(=C/c2ccccc2O)SC(=S)N1Cc1cccnc1	3.3µM*	7%	3%	?	2	27	?	-5%	?
26	O=C(Nc1ncc(Cc2cccc(C(F)(F)F)c2)s1)c1ccc(-c2cccc([N+](=O)[O-])c2)o1	0%	?	?	6	10	-13	?	-4%	2%
27	OCC1(CO)COC(/C=C/c2ccccc2)=N1	-23%	-9%	-10%	4	1	-29	2%	6%	26%
28	CCn1cc(C(=O)NCCO)c(=O)c2cc(F)c(N3CCN(C)CC3)cc21	8%	22%	16%	0	-13	0	14%	2%	0%
29	CCOCCCNS(=O)(=O)c1cc(Br)cc2c1N(C(=O)C1CC1)CC2	0%	-1%	2%	3	3	11	0%	10%	-4%
30	COCCNC(=O)COc1ccccc1C	1%	12%	8%	29	-8	33	-12%	12%	-2%
31	CC1=C(C(=O)Nc2cccnc2)C(c2ccccc2)n2nc(SCc3ccccc3)nc2N1 (stereo not drawn)	5%	nt	nt	nt	7	nt	4%	1%	nt
32	Cc1cccc(/C(N)=N/OC(=O)c2ccco2)c1	-5%	12%	10%	2	2	11	?	-39%[inhibitor]	1%
33	O=C(Cc1cccc(F)c1F)NC1CCCN(Cc2ccc(Cl)cc2)C1 (stereo not drawn)	-18%	-7%	-1%	15	-11	?	-7%	1%	-2%
34	Nc1nc(=S)ss1	-2%	6%	17%	?	4	-98*	-4%	8%	?
35	O=C(C[C@H]1C[C@H](C(=O)N2CCOCC2)[C@@]2(CCC3CCCC3)c3[nH]c4cc(-c5ccco5)ccc4c3CCN2C1=O)NCCCn1ccnc1	?	?	16µM*	?	-23	?	-3%	-1%	?
36	CCc1nnc(NC(=O)[C@@H](NC(=O)c2ccc(OC)cc2)C(C)C)s1	12%	12%	17%	2	0	0	?	4%	4%
37	COc1cc(COC(=O)Oc2ccc(CNC(C)=O)cc2OC)c([N+](=O)[O-])cc1OC	11%	10%	0%	30	3	12	?	14%	-6%
38	C=CC1=CCN(S(=O)C(C)(C)C)[C@H]1CCO (stereo partly drawn)	0%	8%	12%	0	13	22	0%	2%	-4%
39	CN1C(=O)C2(C(C#N)=C(N)N(c3ccc(Cl)cc3)C3=C2C(=O)CC(C)(C)C3)c2ccccc21 (stereo not drawn)	-11%	-2%	0%	10	-7	4	-1%	-3%	-1%
40	CSc1cccc(NC(=O)C2CC(=O)N(Cc3ccccc3)C2)c1 (stereo not drawn)	0%	-9%	0%	6	1	-12	-7%	2%	3%

An excerpt of these results, with one line to a screen.
[34] Nc1nc(=S)ss1
[31] CC1=C(C(=O)Nc2cccnc2)C(c2ccccc2)n2nc(SCc3ccccc3)nc2N1 (stereo not drawn)

screen / no.	34	31
KB-3-1 tox	-2%	5%
HT1080NT lethal	6%	nt
HT1080 IDH1KD tx	17%	nt
DRD3 antagonist	?	nt
DRD3 agonist	4	7
IL1B secr inh	-98*	nt
KB-V1 MDR tox	-4%	4%
GLP-1R agonist	8%	1%
SW480 rereplic	?	nt

Other records
nr	Molecule	KB-3-1 tox	HT1080NT lethal	HT1080 IDH1KD tx	DRD3 antagonist	DRD3 agonist	IL1B secr inh	KB-V1 MDR tox	GLP-1R agonist	SW480 rereplic
41	Cc1ccc(C(=O)O/N=C(\N)c2nonc2N)cc1	14%	27%	16%	-8	9	-11	0%	-3%	0%
42	Cc1ccc2c(c1)N(CCC(=O)NCC1COc3ccccc3O1)C(=O)CO2 (stereo not drawn)	4%	13%	4%	1	-17	-8	?	16%	-3%
43	O=C(c1ccco1)N(Cc1cccc(Cl)c1)C1CCS(=O)(=O)C1 (stereo not drawn)	0%	10%	-21%	5	-14	0	13%	4%	0%
44	CN1C[C@@H]2C(c3ccc(C(F)(F)F)cc3)C3(c4cccnc4)CC2(C3)[C@H]1c1ccccc1 (stereo partly drawn)	-3%	?	-5%	6	5	?	-4%	0%	-4%
45	O=C1C2C3C=CC(C4CC34)C2C(=O)N1Cc1ccco1 (stereo not drawn)	10%	7%	-3%	0	3	-2	19%	11%	2%
46	C[C@H]1CN([C@@H](C)CO)C(=O)c2c(c3ccccc3n2C)-c2ccccc2CO[C@H]1CN(C)C(=O)[C@@H]1CCCN1C	20%	-8%	5%	21	3	-29	?	-3%	nt
47	CCCOc1ccc(C(=O)CCC(=O)Nc2ccc(N3CCN(C)CC3)cc2)cc1	19%	7%	-1%	-2	-2	10	0%	-6%	-14%
48	CCNc1nc(NC(C)(C)C)nc(N2CCCCC2)n1	?	-20%	-16%	?	-11	-81*	0%	1%	15µM*
49	COc1cc2[nH]c(=O)c(C(=O)NCc3ccccc3Cl)c(O)c2cc1OC	?	19%	3%	22	10	-10	16%	-8%	-11%
50	O=C(CN1CCCCCC1)Nc1ccccc1[N+](=O)[O-]	3%	6%	7%	7	2	31	2%	9%	2%
51	O=C(O)C(Cc1cccs1)c1cccs1 (stereo not drawn)	-5%	-8%	-2%	6	-11	18	-1%	-1%	-7%
52	Nc1ncccc1OCc1ccc(Br)cc1	0%	-17%	-9%	-8	-1	-10	?	20%	-1%
53	O=C(c1ccc2c(c1)N(Cc1ccccc1F)C(=O)c1ccccc1S2=O)N1CCCCC1 (stereo not drawn)	?	nt	nt	nt	8	nt	-9%	4%	nt
54	c1cncc(-c2nn3c(Cn4nnc5ccccc54)nnc3s2)c1	-1%	4%	8%	19	51*	-7	?	19%	-2%
55	CCN1CCN(C(=O)/C=C/c2ccc([N+](=O)[O-])cc2)CC1	7%	-1%	-6%	-26	-7	-12	-8%	2%	1%
56	COc1ccc2[nH]c3c(=O)n(CCN4CCOCC4)cnc3c2c1	?	17%	0%	6	6	9	28%	4%	-5%
57	O=C(O)c1ccc(NCc2nc3ccccc3n2Cc2ccccc2F)cc1	-7%	-18%	?	-18	-13	-2	14%	0%	-1%
